Source: PubChem BioAssay
D3 antag: qHTS of D3 Dopamine Receptor Antagonist: qHTS; D3R cells, DiscoveRx beta-arrestin luminescence, antagonist mode; stronger effect = lower value; hit rate 2.5% among 360,000; max response, negative = inhibition, %; AID 652054, 2013; in the data active = max response below about -50%; inconclusive = no clear call, values can overlap the other calls; note: % is set by controls: 0 for no effect and ±100 for the full control effect; mostly tested at two doses, the higher about 12 µM
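Cells expressing the human receptor were seeded at 1500 cells/well, incubated overnight at 37 degrees C in 5% CO2, then exposed to library compounds with dopamine controls for 90 minutes at 37 degrees C before luminescent detection.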
EPAC2 ag: qHTS for Agonist of cAMP-regulated guanine nucleotide exchange factor 4 (EPAC2): primary screen. Potency, µM (top dose mostly 154 µM), for inactives: top-dose activation, actives largely listed as activators. AID 720711, 2013. hit rate 0.079% among 360,000. Rap guanine nucleotide exchange factor 4 (Homo sapiens), Q8WZA2. EPAC2 activation, biochemical qHTS; response scale: 100% = 6.5 mM cAMP response; note: potency is the fitted concentration of half-maximal effect; nearly all actives have a fitted effect of over 50% in size
Target sequence (Q8WZA2 whole entry, looked up): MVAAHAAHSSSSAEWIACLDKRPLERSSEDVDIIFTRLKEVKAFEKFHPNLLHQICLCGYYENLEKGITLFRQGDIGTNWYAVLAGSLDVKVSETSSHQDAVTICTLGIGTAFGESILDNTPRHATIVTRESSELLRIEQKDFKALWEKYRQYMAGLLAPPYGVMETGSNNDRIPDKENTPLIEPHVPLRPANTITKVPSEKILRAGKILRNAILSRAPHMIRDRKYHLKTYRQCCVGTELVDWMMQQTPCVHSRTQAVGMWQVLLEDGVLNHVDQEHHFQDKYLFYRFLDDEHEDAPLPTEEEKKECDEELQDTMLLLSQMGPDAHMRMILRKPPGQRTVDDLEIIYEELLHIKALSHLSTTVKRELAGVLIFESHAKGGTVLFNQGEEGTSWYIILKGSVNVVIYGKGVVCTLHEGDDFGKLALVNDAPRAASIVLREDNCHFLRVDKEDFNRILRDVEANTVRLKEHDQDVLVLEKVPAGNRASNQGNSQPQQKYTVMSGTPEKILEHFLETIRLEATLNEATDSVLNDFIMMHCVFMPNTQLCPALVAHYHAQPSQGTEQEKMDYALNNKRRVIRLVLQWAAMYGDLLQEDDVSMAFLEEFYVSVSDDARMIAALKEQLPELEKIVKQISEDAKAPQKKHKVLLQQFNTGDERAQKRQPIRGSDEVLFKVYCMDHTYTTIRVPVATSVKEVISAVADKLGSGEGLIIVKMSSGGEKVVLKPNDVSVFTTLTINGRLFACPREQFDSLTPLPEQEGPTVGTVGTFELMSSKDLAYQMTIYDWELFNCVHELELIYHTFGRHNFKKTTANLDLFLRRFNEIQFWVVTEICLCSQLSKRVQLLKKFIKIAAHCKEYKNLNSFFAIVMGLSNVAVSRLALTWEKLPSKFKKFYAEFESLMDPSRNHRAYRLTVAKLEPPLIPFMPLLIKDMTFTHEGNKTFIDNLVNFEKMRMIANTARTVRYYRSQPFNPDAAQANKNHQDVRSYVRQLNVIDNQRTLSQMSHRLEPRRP
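Compounds were titrated in qHTS against a Rap1B-BODIPY-GDP (250 nM) complex with EPAC2 (100 nM) and GDP (50 uM). BODIPY-GDP release tracked at 480/540 nm over 30 min at room temperature, normalized to 6.5 mM cAMP.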
FUS yeast rescue: qHTS for Suppressors of FUS Proteinopathy: Primary screen using FUS-linked yeast assay | S. cerevisiae FUS-expressing, growth rescue, OD600, 24 h | Potency, µM (series often up to 76.6 µM), without a hit: top-dose growth rescue (activation), hits mostly activators | hit rate 0.24% among 390,000 | AID 1347120, 2019;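 note: potency is the fitted concentration of half-maximal effect; plate controls were DMSO vehicle for no effect and reference control for full effect; nearly all actives have a fitted effect of over 55% in size; some results filed as inactive show a strong effect at the top dose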
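Yeast expressing FUS under galactose induction, OD 0.005 in 2% galactose medium; compounds in a dilution series, 24 h at 30C. Growth rescue by absorbance at 600 nm; CP55940 positive control, DMSO negative.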
TDP43 rescue: qHTS of TDP-43 Inhibitors; TDP-43 expressing yeast growth rescue, BacTiter-Glo, 24 h; Potency, µM (series often up to 46.1 µM), without a hit: top-dose growth rescue (activation), actives largely listed as activators; hit rate 1.8% among 410,000; note: potency is the fitted concentration of half-maximal effect; % of control where 0% means no effect; nearly all actives have a fitted effect of over 50% in size
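Galactose-induced TDP-43 yeast, OD600=0.02, compound pinned; 24 hr, 30 deg C; BacTiter-Glo luminescence for growth. Inhibitors of TDP-43 toxicity read as activators.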
Abeta rescue: qHTS for compounds that reverse cellular toxicity of Amyloid beta (A-beta) peptide in yeast: Primary Screen; yeast expressing A-beta42, growth rescue, OD600, 48 h; response scale: 0% DMSO, 100% iron-clioquinol control; Potency, µM (doses to about 46.1 µM), without a hit: at the highest dose growth rescue, actives largely listed as activators; hit rate 0.063% among 410,000; AID 1347071, 2019; note: potency is the fitted concentration of half-maximal effect; nearly all actives have a fitted effect of over 55% in size
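Yeast growth medium received pinned compounds, then yeast cells expressing toxic A-beta were added; plates incubated at 30 C for 48 hr. Growth read as absorbance at 600 nm, normalized to DMSO and equimolar FeCl3 plus clioquinol controls.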
EPAC2 antag: qHTS for Antagonist of cAMP-regulated guanine nucleotide exchange factor 2 (EPAC2): primary screen. AID 720708, 2013. hit rate 0.18% among 360,000. Potency, µM (titrated, usually from 114 µM), inactives show at the top dose activity, negative = inhibition, usual class: inhibitors. EPAC2 GEF exchange of Rap1B-BODIPY-GDP, fluorescence; note: potency is the fitted concentration of half-maximal effect; % is set by controls: 0 for no effect and ±100 for the full control effect; nearly all actives have a fitted effect of over 45% in size; many of its hits are not listed in these tables
aSyn yeast inh: qHTS of alpha-syn Inhibitors | Yeast expressing alpha-synuclein, growth rescue, BacTiter-Glo, 24 h | Potency, µM (series often up to 46.1 µM), without a hit: at the top dose growth rescue (activation), hits mostly activators | hit rate 0.14% among 370,000 | AID 652106, 2013; note: potency is the fitted concentration of half-maximal effect; % of control where 0% means no effect; nearly all actives have a fitted effect of over 65% in size
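Galactose-induced alpha-syn yeast (OD600=0.02, raffinose-pregrown) + pinned cpd, 24 hr, 30 deg C; growth by BacTiter-Glo luminescence. Growth restoration scores as activation.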
DRD3 agonist: qHTS of D3 Dopamine Receptor Agonist: qHTS. max activation, %. hit rate 0.58% among 410,000. D(3) dopamine receptor (Homo sapiens), P35462. D3R DiscoveRx beta-arrestin cells, luminescence, 90 min. AID 652048, 2013; in the data active = max activation above about 30%; note: 0% is about no effect; mostly tested at two doses, the higher about 12 µM
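Cells at 1500/well, incubated overnight, then treated with pinned compounds (dopamine as control) for 90 min at 37 degrees C. DiscoveRx reagent added for 30 - 60 minutes at room temperature; luminescence read.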
Numbers without * were called inactive; u = inconclusive; x = not tested or not shown; [ ] = remark or other dose. Unless noted, calls come from the whole dose curve; as a rule, active = well fitted curve in the direction sought with a large enough effect; inconclusive = small, poorly fitted or top-dose-only effect, or another doubt; inactive = no such curve, though single readings can be large; an effect the other way counts as inactive or inconclusive. An excerpt. The share of hits here may be higher or lower than overall.

SMILES	D3 antag	EPAC2 ag	FUS yeast rescue	TDP43 rescue	Abeta rescue	EPAC2 antag	aSyn yeast inh	DRD3 agonist
CCC1Oc2ccccc2N(CC(=O)NCCCN2CCCCC2C)C1=O (stereo unspecified)	-17	0%	-7%	-11%	-6%	-14%	-12%	-10
NCC(O)CN1CCN(Cc2ccccc2)CC1 (stereo unspecified)	-6	5%	18%	-19%	-1%	16%	-10%	-7
CCn1c(O)c(N=Nc2ccc(Cl)c(C(=O)O)c2)c2ccccc21	-7	5%	9%	-93%[inhibitor]	-54%[inhibitor]	-15%	-44%[inhibitor]	-10
Cc1ccc(-c2cnc(C3CC3)o2)cc1S(=O)(=O)Nc1cccc(C#N)c1	x	x	0%	-18%	-18%	x	x	-8
COc1ccc(C(CNC(=O)c2cc(C)oc2C)N2CCOCC2)cc1 (stereo unspecified)	-11	14%	15%	0%	10%	2%	-2%	-9
CN(C)CCCN=Cc1c(O)n(Cc2ccccc2)c(=O)c2ccccc12	-27	3%	42%	21%	29%	6%	2%	-3
COc1ccc(S(=O)(=O)Nc2cccc(-c3ccc4nncn4n3)c2)cc1F	-6	12%	-7%	4%	-10%	-6%[57.1 µM]	-1%	-5
O=C(Nc1ccc2c(c1)OCO2)C1CCCN1C(=O)Nc1ccccc1 (stereo unspecified)	12	1%	14%	1%	-7%	5%	-2%	18
Cc1cc([N+](=O)[O-])ccc1NCc1cccc([N+](=O)[O-])c1	-22	12%	-8%	-5%	5%	9%	0%	-18
C=CCOc1ccc(/C(O)=C2/C(=O)C(=O)N(CCCn3ccnc3)C2c2ccco2)cc1 (stereo unspecified)	0	8%	-6%	29%	-13%	6%	3%	-1
COCCNC(=S)N1CCN(C)CC1	-2	-4%	-13%	-2%	-7%	-1%	8%	-7
COc1ccc(C(C)=O)c(Oc2cc(NN3CCCCC3)c([N+](=O)[O-])cc2[N+](=O)[O-])c1	u	3%	-14%	4%	9%	-3%	1%	10
CCOc1ccc(S(=O)(=O)NCCC(=O)N(C)CC(=O)Nc2ccc(OC)cc2)cc1	10	0%	7%	15%	8%	9%	0%	-6
CCC1=Nc2cc(C(=O)NCCN3CCOCC3)ccc2Sc2ccc(Br)cc21	-6	8%	u	14%	2%	u	-3%	2
CC(C)Cn1c(S(=O)(=O)O)nc2ccccc21	16	10%	2%	-15%	-4%	2%	-2%	11
Fc1ccc(-n2ncc3c(Nc4cccc(Cl)c4)ncnc32)cc1	x	x	-8%	9%	0%	x	x	12
Cc1cc([N+](=O)[O-])nn1CC(=O)Nc1cnc2ccccc2c1	9	-4%	-8%	-10%	-5%	1%	1%	0
O=c1ccc2cc(S(=O)(=O)N3CCN(c4ccccc4F)CC3)ccc2[nH]1	18	0%	-15%	9%	7%	15%	0%	1
CC(C)N(C(=O)COC(=O)CNS(=O)(=O)c1ccccc1F)c1ccccc1	18	5%	-21%	-1%	9%	7%	-1%	0
Cc1ccc(S(=O)(=O)/N=C(/Nc2cccc3ccccc23)c2ccc(F)cc2)cc1	-2	7%	-9%	2%	9%	-7%	3%	1
CCOC(=O)C1=C(C)Nc2nc(C)nn2C1c1cc(OC)ccc1OC (stereo unspecified)	2	0%	-14%	-1%	2%	7%	-3%	1
CCn1c(NC(=O)c2ccccc2)c(-c2cccs2)c(=O)c2ccccc21	15	-8%	22%	-12%	-19%	-6%	-6%	0
CCOc1ccccc1-c1nc(SCC(=O)O)n[nH]1	6	6%	6%	11%	3%	2%	0%	1
CC(C)CCn1cnc2c(sc3nc4c(cc32)CSC(C)(C)C4)c1=O	-2	-4%	10%	17%	4%	-1%	-5%	-3
Cc1ccc(S(N)(=O)=O)c(C)c1-n1cnnn1	16	3%	-10%	5%	-2%	16%	3%	8

2 entries picked at random from those above, as already listed:
SMILES	D3 antag	EPAC2 ag	FUS yeast rescue	TDP43 rescue	Abeta rescue	EPAC2 antag	aSyn yeast inh	DRD3 agonist
Cc1cc([N+](=O)[O-])nn1CC(=O)Nc1cnc2ccccc2c1	9	-4%	-8%	-10%	-5%	1%	1%	0
CCC1Oc2ccccc2N(CC(=O)NCCCN2CCCCC2C)C1=O (stereo unspecified)	-17	0%	-7%	-11%	-6%	-14%	-12%	-10

An excerpt of these results, with bars between the fields.
mol | D3 antag | EPAC2 ag | FUS yeast rescue | TDP43 rescue | Abeta rescue | EPAC2 antag | aSyn yeast inh | DRD3 agonist
CCC1=Nc2cc(C(=O)NCCN3CCOCC3)ccc2Sc2ccc(Br)cc21 | -6 | 8% | u | 14% | 2% | u | -3% | 2
CC(C)Cn1c(S(=O)(=O)O)nc2ccccc21 | 16 | 10% | 2% | -15% | -4% | 2% | -2% | 11
Fc1ccc(-n2ncc3c(Nc4cccc(Cl)c4)ncnc32)cc1 | x | x | -8% | 9% | 0% | x | x | 12

Returning to the listing with the 3 entries that preceded the break.
SMILES	D3 antag	EPAC2 ag	FUS yeast rescue	TDP43 rescue	Abeta rescue	EPAC2 antag	aSyn yeast inh	DRD3 agonist
CCOc1ccccc1-c1nc(SCC(=O)O)n[nH]1	6	6%	6%	11%	3%	2%	0%	1
CC(C)CCn1cnc2c(sc3nc4c(cc32)CSC(C)(C)C4)c1=O	-2	-4%	10%	17%	4%	-1%	-5%	-3
Cc1ccc(S(N)(=O)=O)c(C)c1-n1cnnn1	16	3%	-10%	5%	-2%	16%	3%	8
Cc1ccccc1OCC(O)CN1C(=O)c2ccccc2C1=O (stereo unspecified)	9	0%	-30%	30%	-2%	-6%	10%	-9
COc1ccc(NC(=O)CS(=O)(=O)c2ccccc2)cc1	20	9%	-8%	14%	15%	11%	5%	3
Cc1cccc(-n2c(Cc3cc(=O)[nH]c(=O)[nH]3)nnc2SCC(=O)Nc2cccc(C(F)(F)F)c2)c1	-24	11%	30%	-21%	-19%	11%[57.1 µM]	-2%	-8
CN(CCn1ccnc1)Cc1cn(Cc2ccccc2)nc1-c1ccc2c(c1)OCO2	11	7%	1%	13%	-11%	7%	-3%	2
Cc1ccc(C)c(OCCC(=O)OC(C)C(=O)Nc2c(C)n(C)n(-c3ccccc3)c2=O)c1 (stereo unspecified)	-2	5%	0%	7%	7%	14%	2%	2
CCC1(CC)Cc2ccccc2C(N)=C1C#N	14	0%	7%	u	2%	-25%	22%	0
Cc1ccc(NC(=O)c2sc3ncn(Cc4cccc(F)c4)c(=O)c3c2C)c(Br)c1	x	x	-36%	-8%	-14%	x	x	-12
O=C(Cc1ccccc1)N(Cc1cccnc1)c1nc2ccc(Cl)cc2s1	x	x	31%	u	-56%[inhibitor]	x	x	-16
Cc1cc(C)n(CCNCc2c(C(=O)N3C[C@@H](C)O[C@@H](C)C3)nc3ccc(Cl)cn23)n1	10	10%	-4%	-2%	2%	-5%	3%	-5
Cc1ccnc(NC(=O)/C=C/c2ccccc2Cl)c1	-17	5%	20%	u	0%	-1%	-11%	-6
COc1ccc(CN2CCN(C(=O)c3cccc4ccccc34)CC2)c(OC)c1OC	-4	4%	2%	10%	-1%	0%	1%	-2
COc1cccc(CNC(=O)c2ccc(-c3nc(CS(=O)(=O)c4ccccc4)c(C)o3)cc2)c1	x	x	5%	10%	-6%	x	x	-7
O=S(=O)(NN=C(c1ccccc1)c1ccccc1)c1ccccc1	1	14%	-17%	18%	10%	-27%	3%	-1
O=C(O)CSc1nnc(CNc2ccc(F)cc2)n1-c1ccccc1	2	1%	-1%	-4%	-14%	11%	-7%	0
N#Cc1c(N)sc2c1CCN(CCc1ccccc1)C2	u	0%	u	2%	-12%	-8%	7%	6
O=C(c1cc2cc(Cl)ccc2oc1=O)N1CCN(c2ccccn2)CC1	12	-4%	-19%	3%	8%	3%	0%	-6
Cc1cccc(-c2nc(-c3ccc4c(c3)[nH]c(=O)n4C)no2)c1	x	x	-17%	u	-4%	x	0%	2
CCN(CC)S(=O)(=O)c1ccc(-c2nnc(SCC(=O)c3ccc(OC)cc3)o2)cc1	-22	-12%	2%	-10%	-1%	11%	-8%	8
COC(=O)C1=C(C)N(Cc2cccnc2)C(=O)C1	-19	12%	-10%	15%	9%	4%	-1%	5
COC(=O)c1ccc(CSc2cc(C)c3cccc(C)c3n2)o1	-20	5%	0%	-14%	8%	-3%	4%	0
Cc1noc(C)c1COc1ccc(C(=O)OCC(=O)N2CC3(C)CC2CC(C)(C)C3)cc1 (stereo unspecified)	4	6%	u	-5%	5%	-5%	13%	-1
CCc1nnc(NC(=O)c2cc(S(=O)(=O)N3CCN(c4ccccc4)CC3)ccc2Cl)s1	-18	1%	u	-8%	-7%	-5%	-2%	-2
Oc1ccc(-c2nccc(-c3ccc(F)cc3)n2)cc1	5	28%	23%	u	-18%	-12%	-12%	-5
COc1ccc(-c2cc(C(F)(F)F)nc(SCC(=O)Nc3ccc(O)cc3)n2)cc1OC	x	x	-1%	0%	-2%	x	1%	4
COc1ccc(C2N(c3ccc(OC)cc3)C(=S)N3CCCN23)cc1 (stereo unspecified)	11	0%	x	0%	10%	0%	12%	1
COc1cccc(CNC(=O)Cc2ccc(S(=O)(=O)N3CCOCC3)s2)c1	-1	1%	36%	11%	5%	5%	0%	1
O=C(CC1(O)C(=O)Nc2ccccc21)c1cccc(-n2cccc2)c1 (stereo unspecified)	12	12%	-18%	8%	2%	-10%	4%	1
